# MsrA inh – bovine MsrA inhibition; purified bovine MsrA, absorbance read-out; inhibition, % at 15.5 µM; hit rate 0.75% among 360,000; AID 651718; in the data active = inhibition above about 4.5%;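 also: 0% = vehicle wells with enzyme and 100% = reference inhibitor wells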
# CendR NRP1 mod – modulators of CendR peptide binding to human neuropilin-1 | FAM-RPARPAR peptide binding to NRP-1, fluorescence polarization | inhibition, % at 25 µM | O14786 | hit rate 0.85% among 360,000;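 active = inhibition or corrected inhibition above about 18%, plus a signal ratio from 0.5 to 1.5, limit read from the data, passing the limit was not always enough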; also: strong numbers were not always called active
# DNMT1 block – blocks human DNA methyltransferase DNMT1; DNMT1 molecular beacon, Hinp1I cleavage, fluorescence; inhibition (reported as % activation of signal), % at 10 µM; hit rate 0.83% among 360,000; in the data active = inhibition above about 50%
# LMPTP block – LMPTP (human) inhibition; P24666; recombinant LMPTP-A, OMFP fluorogenic substrate, fluorescence intensity; inhibition, % at 20 µM; hit rate 0.22% among 360,000; AID 651560;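 active = compounds that cut the enzyme signal by at least half of the control window in the single-dose screen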;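 also: plate controls were DMSO wells with enzyme plus substrate for no effect and substrate without enzyme for full effect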
# Target sequence (P24666 whole entry, looked up): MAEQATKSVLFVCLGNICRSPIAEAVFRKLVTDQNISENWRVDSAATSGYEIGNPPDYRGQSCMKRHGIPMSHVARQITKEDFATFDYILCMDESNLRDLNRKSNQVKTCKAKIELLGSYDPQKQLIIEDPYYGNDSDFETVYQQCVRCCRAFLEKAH
#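 Assay system: LMPTP-A phosphatase enzyme | Input: 0.625 nM enzyme | Also added: Fluorogenic phosphatase substrate OMFP at 400 µM final | Compound dosing: One test concentration per compound, 20 µM, with 3% DMSO overall | Schedule: 50 min enzyme reaction at room temperature, protected from light | Signal: Fluorescence intensity | Benchmarks: no-enzyme and uninhibited controls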
# MsrA act – activates bovine MsrA enzyme; purified bovine MsrA, absorbance read-out; activation, % at 10.6 µM; hit rate 0.3% among 360,000; in the data active = activation above about 7.5%;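 also: 0% = vehicle and 100% = reference activator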
# STEP inh – STEP (human) phosphatase inhibition; inhibition, % at 20 µM; P54829; recombinant STEP, OMFP fluorogenic substrate, fluorescence; hit rate 0.25% among 360,000;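 active = inhibition at 20 µM, scaled per plate between control wells, above about 37%, limit read from the data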;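 also: 0% = DMSO with enzyme and substrate and 100% = substrate only without enzyme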
# Target sequence (P54829 whole entry, looked up): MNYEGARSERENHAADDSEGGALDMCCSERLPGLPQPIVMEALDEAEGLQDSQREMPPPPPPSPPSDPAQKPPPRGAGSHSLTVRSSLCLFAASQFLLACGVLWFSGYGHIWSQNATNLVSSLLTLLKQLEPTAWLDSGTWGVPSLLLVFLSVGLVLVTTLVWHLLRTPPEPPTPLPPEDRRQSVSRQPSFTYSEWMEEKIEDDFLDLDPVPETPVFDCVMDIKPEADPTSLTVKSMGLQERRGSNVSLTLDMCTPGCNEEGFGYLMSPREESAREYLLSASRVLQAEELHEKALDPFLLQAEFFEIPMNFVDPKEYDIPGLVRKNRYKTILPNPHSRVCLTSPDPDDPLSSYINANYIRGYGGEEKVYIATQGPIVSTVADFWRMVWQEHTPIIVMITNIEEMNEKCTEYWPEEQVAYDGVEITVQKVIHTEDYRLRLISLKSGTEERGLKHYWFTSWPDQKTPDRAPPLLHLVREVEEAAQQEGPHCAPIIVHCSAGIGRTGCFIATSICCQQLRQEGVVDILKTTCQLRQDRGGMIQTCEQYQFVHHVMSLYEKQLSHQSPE
#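 Test system: STEP tyrosine phosphatase / Reagent: OMFP at 25 µM / Doses: 20 µM, 1% DMSO / Read-out: percent inhibition scaled to no-enzyme and uninhibited-enzyme controls, plate-pattern corrected / Detection: FITC-channel fluorescence of OMFP product / Medium: Bis-Tris buffer pH 6.0, 2.5 mM DTT, 0.005% Tween 20 / Schedule: 20 min at room temperature, dark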
# eLon inh – inhibits E. coli Lon protease; inhibition, % at 7.94 µM; P0A9M0; purified E. coli Lon protease, fluorescence polarization; AID 602123; hit rate 0.42% among 360,000; in the data active = inhibition above about 13%, passing the limit was not always enough;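 also: 0% = enzyme with probe and DMSO and 100% = no enzyme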
# TbMetRS inhib – Trypanosoma brucei MetRS inhibition | inhibition, % at 11.9 µM | purified T. brucei MetRS, ATP depletion, Kinase-Glo luminescence | hit rate 0.4% among 360,000;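 active = inhibition above a per-plate cutoff of the control wells' mean inhibition plus 3 SD, cut at about 5.5% in these data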;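 also: 0% = DMSO wells median and 100% = median of wells with control inhibitor compound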
#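 Test system: purified T. brucei MetRS enzyme. Also added: ATP, methionine and E. coli bulk tRNA substrates. Compound: 11.9 µM single point. Schedule: 15 min enzyme-compound preincubation, 2 h reaction, 10 min detection, 25 °C. Signal: luciferase luminescence of residual ATP, Kinase-Glo. Evaluation: percent inhibition versus plate control medians. Controls: DMSO wells, low control.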
# Scp1 inh – blocks human Scp-1 phosphatase activity. Recombinant Scp1, phosphopeptide, malachite green phosphate absorbance. inhibition, % at 20 µM. hit rate 0.88% among 340,000. Q9GZU7;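 active = inhibition above about 50% at 20 µM, limit read from the data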;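 also: plate controls were DMSO wells with enzyme for no effect and wells lacking enzyme for full effect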
#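 Test system: SCP-1 catalytic domain; Buffer or medium: Acidic Tris acetate buffer with magnesium and detergent; Also added: Phosphorylated 17-residue peptide substrate; Compound: single 20 µM dose, 1% DMSO; Schedule: enzyme reaction 45 min at room temperature, colour 5 min, stabilisation 30 min; Signal: Phosphate-binding colour reagent, absorbance read at 630 nm.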
# SUMO1-SIM PPI – SUMO1-SIM interaction modulation. hit rate 0.33% among 360,000. P63165. SUMO1 binding to a labelled peptide, TR-FRET, 1 h. inhibition, % at 20 µM. AID 602429; in the data active = inhibition above about 37%
# Target sequence (P63165 whole entry, looked up): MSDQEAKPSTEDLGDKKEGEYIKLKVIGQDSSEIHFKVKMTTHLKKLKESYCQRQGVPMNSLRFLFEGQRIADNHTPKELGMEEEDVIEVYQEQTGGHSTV
# Starred values were filed as active, the others as inactive; . = no result given.
SMILES,MsrA inh,CendR NRP1 mod,DNMT1 block,LMPTP block,MsrA act,STEP inh,eLon inh,TbMetRS inhib,Scp1 inh,SUMO1-SIM PPI
CC(=O)c1cc2c(cc1NC(=O)CN1CCC(Cc3ccccc3)CC1)OCO2,0.3,7,0,1.5,-10,0,-5,-1.1,-2,-2
COc1cccc(N2C(=O)Nc3ccc(Br)cc3C2(O)C(=O)NCCCOC(C)C)c1 (stereo unspecified),-1.2,-6,1,-0.8,0,-4,-4,-0.6,-9,2
CCN(CC)S(=O)(=O)c1ccc2oc(Nc3ccc(OC)cc3)nc2c1,0.7,2,-2,1.0,-1,1,2,-0.1,-7,11
COc1ccc(OC)c(N(CC(=O)Nc2ccc(NC(C)=O)cc2)S(C)(=O)=O)c1,0.1,1,-6,-1.8,-3,6,2,-0.2,-3,3
CC1CCCCC1NC(=O)/C(C#N)=C/C=C/c1ccccc1[N+](=O)[O-] (stereo unspecified),1.0,-15,-2,1.0,2,3,-16,0.9,-8,-14
N=c1c(C(=O)NC2CCCC2)cc2c(=O)n3ccccc3nc2n1CCCN1CCOCC1,-0.4,8,0,3.0,-3,-2,-7,0.0,-10,-38
Cc1ccc(S(=O)(=O)N(C)C)cc1NC(=O)c1cc(=O)c2ccccc2o1,0.1,-3,-2,-0.3,-8,-3,8,-0.3,1,-13
NC(=O)N/N=C/c1c(F)cccc1F,0.2,-6,7,-1.6,-12,3,2,-1.8,-5,-1
COCCN(Cc1ccccc1)C(=O)c1cc(-c2ccc(OC)c(OC)c2)nc2ccccc12,1.2,0,-3,-6.5,-9,1,0,-0.5,2,-20
CC(=O)N1CCC(N(CCN2CCOCC2)C(=S)Nc2cc(C)ccc2C)CC1,2.7,1,-2,-2.5,-5,0,-7,-1.0,1,2
CC(C)N1CCC1(C)C(=O)Nc1ccc2cn[nH]c2c1 (stereo unspecified),-0.8,-18,2,-3.2,-7,3,5,-0.3,.,0
CCc1ccc(N(CC(=O)NC(C)(C)CC)C(=O)CCC(=O)Nc2nccs2)cc1,0.6,7,-1,1.4,-2,-2,3,0.1,4,2
Cc1ccc(CCNC(=O)CCn2c(=O)c3cccn3c3ccc(F)cc32)cc1,1.7,2,3,-0.6,-1,2,-4,-0.4,-2,5
O=c1[nH]c(CN2CCN(C/C=C/c3ccccc3)CC2)nc2ccccc12,-0.4,-2,-2,1.1,0,1,-8,0.1,-11,-1
O=C(O)CCNc1ccc(NCCC(=O)O)c2c1C(=O)c1ccccc1C2=O,2.4,46*,97*,72*,-12,96*,26,-3.3,86*,60*
CCOC(CNc1ncnc2c1cnn2C)OCC,2.0,-4,-1,-3.2,-4,3,1,1.6,-1,5
Cc1ccccc1OCCC(=O)NNC(=O)c1ccccc1F,0.2,10,10,-1.7,0,-1,-5,-0.1,-6,-4
CC(=O)/C=C1\N(C)c2ccc(C)cc2C1(C)C,1.5,-7,-1,0.0,-4,-1,4,0.0,-5,-3
CC(=O)Nc1cccc(-c2ccnc3c2CC(C)(C(=O)NCc2cccs2)O3)c1 (stereo unspecified),0.7,-7,-5,0.9,-2,2,-23,0.1,.,5
Cc1ccc2nc(Nc3ccc4[nH]c(=O)[nH]c4c3)c(-n3nc(C)cc3C)nc2c1,0.2,-35,51*,3.9,-4,1,-10,-0.2,-1,-4

# The last five entries of the section above open the next one.
SMILES,MsrA inh,CendR NRP1 mod,DNMT1 block,LMPTP block,MsrA act,STEP inh,eLon inh,TbMetRS inhib,Scp1 inh,SUMO1-SIM PPI
CCOC(CNc1ncnc2c1cnn2C)OCC,2.0,-4,-1,-3.2,-4,3,1,1.6,-1,5
Cc1ccccc1OCCC(=O)NNC(=O)c1ccccc1F,0.2,10,10,-1.7,0,-1,-5,-0.1,-6,-4
CC(=O)/C=C1\N(C)c2ccc(C)cc2C1(C)C,1.5,-7,-1,0.0,-4,-1,4,0.0,-5,-3
CC(=O)Nc1cccc(-c2ccnc3c2CC(C)(C(=O)NCc2cccs2)O3)c1 (stereo unspecified),0.7,-7,-5,0.9,-2,2,-23,0.1,.,5
Cc1ccc2nc(Nc3ccc4[nH]c(=O)[nH]c4c3)c(-n3nc(C)cc3C)nc2c1,0.2,-35,51*,3.9,-4,1,-10,-0.2,-1,-4
CC(Cc1ccccc1)NC(=O)c1cc2ccccc2o1 (stereo unspecified),-1.1,-3,-1,-1.5,0,-1,0,-0.2,-6,4
O=C(Nc1cc(Cl)ncn1)c1ccccc1,0.4,1,2,0.2,0,-2,-2,0.6,7,3
CN(CC(=O)N1CCOCC1)S(=O)(=O)c1ccc2ccccc2c1,0.1,-2,0,-1.0,-8,-2,3,-0.8,11,0
O=C(COC(=O)c1ccc(Cl)c(S(=O)(=O)N2CCCCCC2)c1)NCc1ccccc1,-0.2,1,0,2.0,-1,0,-11,-0.1,.,-1
COc1ccc(-c2cc(-c3ccc(OC)cc3)nc(-c3ccc4c(c3)NC(=O)CO4)c2)cc1,0.4,-18,-5,0.8,-4,4,12,-0.1,7,-1
O=C(CC(Sc1n[nH]c(-c2ccccc2)n1)c1ccccc1)NCc1ccccc1 (stereo unspecified),-1.7,12,-3,0.7,-1,2,0,0.3,-4,3
CC(C)(C)NCC(O)COc1ccc(Br)cc1 (stereo unspecified),0.1,1,0,-2.5,-4,-5,-2,-0.1,-1,-1
Cc1cccc(N2CCN(C(=O)c3ccc(-n4cncn4)c([N+](=O)[O-])c3)CC2)c1C,-0.6,14,-2,-0.4,-4,-2,-9,3.5,1,-31
CCC(=O)N1CCc2cc(S(=O)(=O)CCC(=O)NCc3cccc(OC)c3)ccc21,0.1,0,1,-0.1,-2,3,11,-0.2,-2,-3
CC(C)(C)NC(=S)NC(=O)C12CC3CCC(CC(C3)C1)C2,-0.3,0,8,1.6,-3,2,-12,-1.3,-4,1
CC(=Nc1ccccc1)C1=C(O)C(Cc2ccccc2)NC1=O (stereo unspecified),1.1,-3,2,-1.3,-1,-2,3,-0.3,-10,-7
COc1ccc(OC)c(S(=O)(=O)NCc2cc(-c3ccccc3)no2)c1,0.4,-1,1,0.1,-3,0,-7,0.1,-10,-1
O=C(COCc1ccccc1)N[C@@H](Cc1ccc(O)cc1)C(=O)O,1.1,-7,7,-1.7,-6,-4,3,-0.3,-6,-3
COc1ccc(/C=C2\SC(N)=NC2=O)cc1,4.8*,-10,2,1.0,-4,2,-12,1.0,-4,-19
CCCCCOCC1CC(C/C(C)=N/Nc2nc(-c3ccccc3)cs2)C(=O)O1 (stereo unspecified),0.0,-14,-22,-0.3,2,5,-6,-0.6,3,3
COC(=O)CC1=NC(=O)CS1,0.2,5,3,-1.3,-6,0,-5,-0.9,-8,1
N/C(=N\OC(=O)c1cccc([N+](=O)[O-])c1)c1cccnc1,1.5,2,10,1.2,-11,1,12,-1.5,2,-26
Cc1cc(C(=O)Nc2ccon2)cs1,0.5,-4,-2,-0.6,-3,0,-1,0.4,1,4
O=C(COC(=O)c1ccc(F)cc1F)NCCNC(=O)COC(=O)c1ccc(F)cc1F,0.6,17,1,-2.2,0,0,-6,-0.3,-10,3
O=C(OCC(=O)c1c[nH]c2ccccc12)c1cc(S(=O)(=O)N2CCOCC2)ccc1F,0.7,-2,-10,1.8,-2,-4,-6,0.3,-11,3

# 3 compounds from above, arranged by their value in Scp1 inh, high to low.
molecule | Scp1 inh
CN(CC(=O)N1CCOCC1)S(=O)(=O)c1ccc2ccccc2c1 | 11
CC(=O)c1cc2c(cc1NC(=O)CN1CCC(Cc3ccccc3)CC1)OCO2 | -2
O=c1[nH]c(CN2CCN(C/C=C/c3ccccc3)CC2)nc2ccccc12 | -11

# Continuation:
SMILES,MsrA inh,CendR NRP1 mod,DNMT1 block,LMPTP block,MsrA act,STEP inh,eLon inh,TbMetRS inhib,Scp1 inh,SUMO1-SIM PPI
O=C(OCC(=O)N1CCN(C(=O)c2ccco2)CC1)c1cc(-c2cccc(Br)c2)nc2ccccc12,1.1,-16,-16,7.1,4,1,1,-1.0,-8,-18
Cc1cc([N+](=O)[O-])ccc1N1C(=O)c2ccc(C(=O)Nc3ccccc3C(=O)O)cc2C1=O,2.2,-2,-1,0.1,-2,1,-5,-0.3,-4,-17
O=C(CSc1nc2ccc(NC(=O)CSc3nnnn3Cc3ccccc3)cc2s1)Nc1ccccc1,-0.9,-6,1,-1.5,-1,4,-16,0.5,1,2
CCC(C)[C@H](NC(=O)C1CCC(CNC(=O)[C@@H]2CCCN2C(=O)OC(C)(C)C)CC1)C(=O)O (stereo partly specified),-0.5,8,-1,-2.2,-5,-1,9,-1.3,-6,1
CCCCNC(=O)CSc1nc(CCC)nc2ccccc12,-0.1,6,0,2.0,-2,4,-3,-0.6,-3,2

# High-throughput results from PubChem BioAssay.

# An unsorted share of the library; 4.3% or so of the library scored in one or more.
